MRP reversal: MRP-mediated drug resistance reversal | 85,000 compounds, 0.04% hits | differential viability (reversal), % at 10 µM | H69AR cells + 2 uM doxorubicin, CellTiter-Glo, 72 h;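 active = viability drop by adding the cancer drug above about 55%, with treated viability meeting a 40% cutoff, limit read from the data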;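 note: viability without doxorubicin minus viability with 2 µM doxorubicin for each compound; larger differential means the compound sensitizes cells more to doxorubicin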
MRP reversal cytotoxicity: recorded beside MRP reversal, whose call it bears; viability, %; H69AR cells, CellTiter-Glo, 72 h; measured here: cytotoxicity without doxorubicin
MRP reversal with doxorubicin: also measured in MRP reversal; calls as there; viability, %; measured here: viability with 2 uM doxorubicin; active compounds read low
* = called active by the depositor; & = joins results of further samples. An excerpt. The share of hits here may be higher or lower than overall.

| mol | MRP reversal | MRP reversal cytotoxicity | MRP reversal with doxorubicin |
| --- | --- | --- | --- |
| CC[N+](C)(CC)CCOC(=O)C(O)(c1ccccc1)C1CCCCC1 (stereo not drawn) | 2 | 87 | 85 |
| O=C(c1ccc(F)cc1)C1CCN(CCn2c(=O)[nH]c3ccccc3c2=O)CC1 | -1 | 87 | 88 |
| CC(COc1ccccc1)NC(C)C(O)c1ccc(O)cc1 (stereo not drawn) | -3 | 92 | 95 |
| c1ccc(CN(CC2=NCCN2)c2ccccc2)cc1 | -2&1 | 93&93 | 95&92 |
| C1CCC(C(CC2CCCCN2)C2CCCCC2)CC1 (stereo not drawn) | 0 | 1 | 1 |
| COc1ccc(/C=C/C(=O)Nc2ccccc2C(=O)O)cc1OC | -17 | 81 | 97 |
| Cc1cc(-c2ccccc2)nnc1NCCN1CCOCC1 | -11 | 86 | 97 |
| O=C(CCNNC(=O)c1ccncc1)NCc1ccccc1 | -7 | 88 | 95 |

Three of these compounds in another layout:
O=C(c1ccc(F)cc1)C1CCN(CCn2c(=O)[nH]c3ccccc3c2=O)CC1
  MRP reversal: -1 | MRP reversal cytotoxicity: 87 | MRP reversal with doxorubicin: 88

CC(COc1ccccc1)NC(C)C(O)c1ccc(O)cc1 (stereo not drawn)
  MRP reversal: -3 | MRP reversal cytotoxicity: 92 | MRP reversal with doxorubicin: 95

c1ccc(CN(CC2=NCCN2)c2ccccc2)cc1
  MRP reversal: -2&1 | MRP reversal cytotoxicity: 93&93 | MRP reversal with doxorubicin: 95&92
